Screening data as filed in PubChem BioAssay.
All columns: NCI-60 one-dose screen, growth in % after 48 h at 10 µM unless noted; 100 = growth as untreated, 0 = no growth, -100 = all killed.
NCI-H322M: NCI-H322M lung cancer. actives 2.7% (n = 80,000). AID 1794733
HCT-15: HCT-15 colon cancer; AID 1794746; actives 5.2% (n = 82,000)
HCT-116: HCT-116 colon cancer; actives 7.3% (n = 82,000); AID 1794798
NCI-H460: NCI-H460 lung cancer. AID 1794736. actives 6.8% (n = 82,000)
HT29: HT29 colon cancer | actives 7.4% (n = 81,000) | AID 1794748
NCI-H226: NCI-H226 lung cancer. actives 3.5% (n = 79,000)
COLO 205: COLO 205 colon cancer; actives 7.3% (n = 79,000); AID 1794742
NCI/ADR-RES: NCI/ADR-RES ovarian cells | actives 4.4% (n = 81,000) | AID 1794790
NCI-H522: NCI-H522 lung cancer; actives 8% (n = 78,000); AID 1794739
Starred values were filed as active, the others as inactive; . = no result given; & = joins results of further samples. Rule for the calls: active = growth percent below 10; inactive = the rest. Outcome played no part in choosing rows; any-hit rate near 12%.

SMILES	NCI-H322M	HCT-15	HCT-116	NCI-H460	HT29	NCI-H226	COLO 205	NCI/ADR-RES	NCI-H522
COc1cccc(C2CC(=O)Nc3c2c(C)nn3-c2nc3ccccc3[nH]2)c1OC (stereo not drawn)	60	59	36	50	87	55	98	73	88
NNC(=O)c1c[nH]c2ccccc2c1=O	97	109	92	104	90	110	.	95	87
O=C(CSc1nnc(-c2ccc(Cl)cc2)o1)NC1=NN=C(c2ccccc2)CS1	104	109	89	103	99	90	.	102	89
O=C1[C@H]2Cc3c([nH]c4ccccc34)[C@H](c3ccc(Br)cc3)N2C(=O)CN1C1CCN(Cc2ccccc2)CC1	90	49	56	52	46	73	72	70	79
O=C(N=Nc1c(O)[nH]c2ccc(Br)cc12)c1cc2ccccc2[nH]1	85	91	93	98	112	100	121	98	85
Cc1ccccc1N1CCN(C2=C(Cl)C(=O)c3ncccc3C2=O)CC1	90	4.4*	-95*	53	95	94	32	74	-28*
N#Cc1n[nH]n2c1nc(=O)c1sc3ccccc3c12	112	117	96	106	101	121	124	104	92
O=C(NNC(=S)Nc1ccccc1)c1cccnc1	91	104	102	110	101	100	.	93	85
Cc1ccc(C(=O)CN2C=NC3C(N4CCOCC4)=NC=NC32)cc1 (stereo not drawn)	107	103	104	101	112	.	120	105	98
C=C1CCC2[C@](C)(CO)[C@H](O)CC[C@@]2(C)[C@@H]1C/C=C1/C(=O)OC[C@H]1O (stereo partly drawn)	93	62	60	98	27	92	95	84	17
BrC1c2cccc3cccc(c23)C1Br (stereo not drawn)	101	104	94	111	103	85	103	106	80
Cc1ccccc1NC(=S)NN	127	109	102	109	95	103	108	109	84
CC1=Nc2c(C#N)c(-c3cc(=N)oc4ccc(Br)cc34)nn2C1=O	108	102	104	116	112	100	118	104	98
CN(C)c1ccc(CN2CCCCC2)cc1	111	106	105	115	87	131	99	109	83
Cc1ccc(C(=O)C2CC2)c(C)c1	118	103	94	104	97	101	112	104	82
c1ccc(Nc2nc(-c3ccccn3)cs2)nc1	27	20	10	-9.3*	27	-9.6*	12	-0.8*	26
COc1c(N2CCNC(C)C2)c(F)cc2c(=O)c(C(=O)O)cn(C3CC3)c12 (stereo not drawn)	98	94	102	105	100	106	92	99	103
CC(=O)N1C(=S)NC(C)=C(C(=O)OCc2ccccc2)C1c1ccc2c(c1)OCO2 (stereo not drawn)	101	84	41	78	52	96	92	95	76
C=C1CC[C@@H]2[C@]3(C)COC(c4cn(-c5ccccc5)nc4-c4ccccc4)O[C@@H]3CC[C@@]2(C)[C@@H]1C/C=C1/C(=O)OC[C@H]1O (stereo partly drawn)	29	-87*	-97*	-76*	-70*	-90*	-91*	-69*	-88*
CC(C)n1cnc2c(Cl)ncnc21	107	104	109	103	108	100	102	98	92

3 compounds drawn at random from those above:
SMILES	NCI-H322M	HCT-15	HCT-116	NCI-H460	HT29	NCI-H226	COLO 205	NCI/ADR-RES	NCI-H522
O=C(CSc1nnc(-c2ccc(Cl)cc2)o1)NC1=NN=C(c2ccccc2)CS1	104	109	89	103	99	90	.	102	89
c1ccc(Nc2nc(-c3ccccn3)cs2)nc1	27	20	10	-9.3*	27	-9.6*	12	-0.8*	26
CC(=O)N1C(=S)NC(C)=C(C(=O)OCc2ccccc2)C1c1ccc2c(c1)OCO2 (stereo not drawn)	101	84	41	78	52	96	92	95	76

The results go on.
SMILES	NCI-H322M	HCT-15	HCT-116	NCI-H460	HT29	NCI-H226	COLO 205	NCI/ADR-RES	NCI-H522
CC(C)N=Cc1ccccc1	129	105	105	112	111	105	119	110	102
Cc1nn(-c2ccccc2)c2nc(C)n(C(=O)N/N=C/c3ccccc3O)c(=O)c12	94	98	102	103	113	79	122	105	99
C/C(=N/O)c1ccc2c(c1)Cc1cc([N+](=O)[O-])ccc1-2	.	105	90	97	94	95	111	93	55
CC(=O)Nc1nc(-c2ccccc2)cs1	97	100	96	101	96	81	97	97	81
N/C(=N\NC(=O)CCl)c1c(N)nc(=S)[nH]c1-c1ccc(Cl)cc1Cl	116	116	102	111	111	110	116	115	101
CCN(CC)C(=O)C(c1ccccc1)C(O)(c1ccccc1)c1ccccc1 (stereo not drawn)	97	95	92	94	98	99	117	97	94
CCOC(=O)C1=C(C(=O)c2ccc(Br)cc2)C(c2ccc(F)cc2)NC(=S)N1 (stereo not drawn)	100	105	98	104	108	99	120	102	96
CCC([N+](=O)[O-])S(=O)(=O)c1ccc(C)cc1 (stereo not drawn)	112	105	99	104	101	102	115	92	89
O=C1Nc2ccccc2/C1=C/c1nc2ccccc2c(=O)[nH]1	101	73	77	95	105	94	117	97	94
COc1ccc(NS(=O)c2c(C)cc(C)cc2C)cc1 (stereo not drawn)	115	78	90	80	93	76	99	114	70
O=C(Nc1cccc(Cl)c1)Nc1nc2cc([N+](=O)[O-])ccc2o1	37	29	27	27	72	56	75	23	18
O=Cc1cn(C(c2ccccc2)c2c[nH]c3ccccc23)c2ccccc12 (stereo not drawn)	92	105	98	100	99	93	108	96	89
CCOc1ccccc1N	130	110	104	105	110	101	128	108	113
O=c1[nH]cnn1-c1ccccc1	92	102	94	107	96	100	.	98	82
CC(=O)Nc1ccc2c(c1)Cc1c-2cc(Br)c(N)c1Br	90	.	83	102	101	100	99	98	.
CC(=O)c1cc(C(=O)c2ccc(C#N)cc2)n2ccc(C)cc12	90	96	98	98	104	91	112	93	83
N=C1/C(=C2\NC3C=CC=CC3S2)C(c2ccc(Cl)cc2)C2C(=O)N(c3ccccc3)C(=S)N12 (stereo not drawn)	101	110	101	107	107	92	113	96	101
CCN1CCOC1C(C)C (stereo not drawn)	103	105	102	107	99	109	110	102	97
CC(=O)N(C)c1ccc(N)c2c1C(=O)c1ccccc1C2=O	93	92	93	104	100	92	108	95	97
c1ccc2c(c1)-c1nc3ccccc3cc1C2N1CCCCC1 (stereo not drawn)	100	98	93	104	100	82	97	100	93
N#Cc1c(-c2ccccc2)nc2c(c(-c3ccccc3)nn2-c2ccccc2)c1-c1ccc(N2CCCCC2)cc1	97	107	94	103	110	89	104	100	99
c1ccc(COCC[P+](c2ccccc2)(c2ccccc2)c2ccccc2)cc1	10	72	5.4*	3.4*	1.2*	28	-41*	82	-9.6*
CCN(CC)CCOc1ccc2c(-c3ccccc3)c(-c3ccc(OC)cc3)c(=O)oc2c1	122	11	30	57	17	85	-39*	67	67
CC[N+](CC)(CCOCCOCC[N+](CC)(CC)Cc1ccc([N+](=O)[O-])cc1)Cc1ccc([N+](=O)[O-])cc1	117	105	98	97	113	92	106	99	93
CCCCSCN1CCN(c2ccc(C)cc2)CC1	110	107	95	109	118	101	108	99	87
C(=C\c1ccco1)/c1ccco1	113	97	104	119	118	97	110	108	108
C=C1C(=O)O[C@H]2[C@H]1CC/C(CNS(=O)(=O)c1ccc3ccccc3c1)=C\CC[C@@]1(C)O[C@@H]21	92	-79*	-87*	92	-78*	-25*	-84*	65	-79*
COc1ccc(-c2nc(-c3nc4ccc(C(F)(F)F)cc4[nH]3)c3ccccn23)cc1	62	52	64	75	38	65	64	47	51
COC(=O)[C@H]1Cc2c([nH]c3ccccc23)[C@@H](c2ccc3c(c2)OCO3)N1	95	101	100	104	98	100	109	99	82
Cc1ccc(C)c2c1CCC(C)C2O (stereo not drawn)	92	105	101	110	102	104	111	108	94
O=c1oc2ccccc2cc1C1=NN(c2ccccc2)C(c2cn(-c3ccccc3)nc2-c2ccccc2)C1 (stereo not drawn)	89	85	90	97	107	75	96	97	95
COc1ccc(-n2c(SCc3cn(-c4ccc(Cl)cc4)nn3)nc3ccccc3c2=O)cc1	111	85	88	97	102	86	104	95	73
CC1=CC(=O)CC(C)(C)[C@@]1(O)/C=C/C(C)=C\C(=O)O	-11*	-23*	-34*	-6.2*	-37*	-46*	-58*	-16*	-42*
Cc1ccc(-n2c(-c3csc(N)n3)n[nH]c2=S)cc1	97	103	102	109	103	.	.	112	95
c1ccc(-c2c[nH]c3c(N4CCCCC4)ncnc23)cc1	100	35	65	46	59	79	95	.	90
COC(=O)C(=O)C(C(=O)Nc1cccc(C)c1C)C1Sc2ccccc2NC1=O (stereo not drawn)	95	73	94	100	85	84	98	85	80
O=C(CN1CCCCC1)c1ccc(/C=C/c2ccc(Cl)cc2)cc1	91	85	90	78	68	85	107	100	77
COc1ccc(-c2nn(C(=O)NCCN(C)C)cc2-c2ccncc2)cc1Cl	109	33	23	27	15	46	25	15	28
CCOc1n[nH]c(-c2ccccc2)n1	102	102	102	107	106	95	107	102	95
CSC1=NC2C(N(C)C(=O)N2C)N1/N=C/C=C/c1ccco1 (stereo not drawn)	99	101	99	99	94	89	99	101	80

4 entries from above, as labelled records:
COc1c(N2CCNC(C)C2)c(F)cc2c(=O)c(C(=O)O)cn(C3CC3)c12 (stereo not drawn)
  NCI-H322M: 98	HCT-15: 94	HCT-116: 102	NCI-H460: 105	HT29: 100	NCI-H226: 106	COLO 205: 92	NCI/ADR-RES: 99	NCI-H522: 103
CC(=O)N1C(=S)NC(C)=C(C(=O)OCc2ccccc2)C1c1ccc2c(c1)OCO2 (stereo not drawn)
  NCI-H322M: 101	HCT-15: 84	HCT-116: 41	NCI-H460: 78	HT29: 52	NCI-H226: 96	COLO 205: 92	NCI/ADR-RES: 95	NCI-H522: 76
C=C1CC[C@@H]2[C@]3(C)COC(c4cn(-c5ccccc5)nc4-c4ccccc4)O[C@@H]3CC[C@@]2(C)[C@@H]1C/C=C1/C(=O)OC[C@H]1O (stereo partly drawn)
  NCI-H322M: 29	HCT-15: -87*	HCT-116: -97*	NCI-H460: -76*	HT29: -70*	NCI-H226: -90*	COLO 205: -91*	NCI/ADR-RES: -69*	NCI-H522: -88*
CC(C)n1cnc2c(Cl)ncnc21
  NCI-H322M: 107	HCT-15: 104	HCT-116: 109	NCI-H460: 103	HT29: 108	NCI-H226: 100	COLO 205: 102	NCI/ADR-RES: 98	NCI-H522: 92

More structures.
SMILES	NCI-H322M	HCT-15	HCT-116	NCI-H460	HT29	NCI-H226	COLO 205	NCI/ADR-RES	NCI-H522
O=C1/C(=C(/c2ccccc2)N2CCOCC2)Cc2ccccc21	98	-26*	-46*	81	8.8*	59	-48*	-33*	-64*
Nc1nc(-c2ccncc2)nn1-c1nc2ccccc2s1	100	103	99	100	93	.	114	102	90
COc1ccccc1NC1=C(Cl)C(=O)c2nc(C)ccc2C1=O	71	-47*	-81*	71	75	30	111	7.1*	-49*
CC(C)(CCO)c1ccccc1	101	108	108	108	104	97	116	103	108
O=C1/C(=C/c2ccc(Cl)cc2)N=C2SCN(c3ccc(F)cc3)CN12	108	87	95	107	113	106	105	96	89
N#CC1C(=O)NC(=O)CC12CCCCC2 (stereo not drawn)	97&127	103&103	99&106	111&112	94&114	115&111	105&126	100&106	78&106
COc1cccc2c1nc1nc3ccc[nH]c3cc12	90	98	96	96	94	111	112	102	90
CCOc1nc(OCC)c2cnn(C)c2n1	119	113	105	107	94	95	133	136	102
NS(=O)(=O)c1ccc(N2C(=O)/C(=C/c3coc4ccccc4c3=O)N=C2c2ccc(Cl)cc2)cc1	95	98	88	100	109	104	108	98	93
O=C(CCCCCN1CC(=O)N2[C@H](c3ccc(Br)cc3)c3[nH]c4ccccc4c3C[C@@H]2C1=O)NO	78	108	37	61	78	81	70	98	46
Nc1cccc(Cl)c1C(=O)O	98	104	96	116	107	104	106	105	90

4 entries from above, set out differently:
Fields – NCI-H322M, HCT-15, HCT-116, NCI-H460, HT29, NCI-H226, COLO 205, NCI/ADR-RES, NCI-H522
COc1ccccc1NC1=C(Cl)C(=O)c2nc(C)ccc2C1=O
 : 71, -47*, -81*, 71, 75, 30, 111, 7.1*, -49*
O=C(CCCCCN1CC(=O)N2[C@H](c3ccc(Br)cc3)c3[nH]c4ccccc4c3C[C@@H]2C1=O)NO
 : 78, 108, 37, 61, 78, 81, 70, 98, 46
COc1cccc2c1nc1nc3ccc[nH]c3cc12
 : 90, 98, 96, 96, 94, 111, 112, 102, 90
CC(C)(CCO)c1ccccc1
 : 101, 108, 108, 108, 104, 97, 116, 103, 108
